Screening data as filed in PubChem BioAssay.
PKA-R1A activ: activates the PKA-R1A holoenzyme complex; P00514+P68181; activation, % at 11.4 µM; 340,000 compounds, 0.083% hits; PKA-R1A dissociation, Cy5-IP20 fluorescence polarization; scaled: DMSO 0%, 113 µM cGMP 100%;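 active means percent activation above the mean of all tested compounds plus 3 SD, cut at about 19% in these data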;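 further: higher means more PKAc released from R1A so a rise in polarization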
HTR5A inv ctr: HTR5A inverse agonism, opioid heterodimer counter-screen. HTR5A cell line, luminescence. inhibition, % at 9.3 µM. 340,000 compounds, 0.083% hits. AID 504634; in the data active means inhibition mostly above about 23%, no sharp cut-off; inactive means mostly below about 18%;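 further: 0% = cells with DMSO and 100% = no-cell wells with DMSO; some compounds called inactive have numbers as strong as hits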
Target sequence (P47898 whole entry, looked up): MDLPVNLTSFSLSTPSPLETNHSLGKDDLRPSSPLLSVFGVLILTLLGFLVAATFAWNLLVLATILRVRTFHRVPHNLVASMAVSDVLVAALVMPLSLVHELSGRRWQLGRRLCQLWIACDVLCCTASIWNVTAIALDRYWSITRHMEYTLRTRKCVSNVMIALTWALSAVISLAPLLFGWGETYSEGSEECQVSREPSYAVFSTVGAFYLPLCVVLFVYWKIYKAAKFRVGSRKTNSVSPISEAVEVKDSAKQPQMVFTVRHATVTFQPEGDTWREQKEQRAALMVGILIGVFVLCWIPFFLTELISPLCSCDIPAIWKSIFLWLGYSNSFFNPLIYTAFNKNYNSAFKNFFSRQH
Tat export inh: blocks Tat-dependent protein export in E. coli; E. coli MC4100 TorA-mCherry Tat export, fluorescence; inhibition, % at 10 µM; 340,000 compounds, 0.036% hits; AID 488895;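 active means mean replicate inhibition at least 50% and at least half of replicates individually reaching 50%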;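 further: exported cargo escapes ClpAP degradation while cytoplasmic cargo is degraded and loses fluorescence; 0% = median of neutral control wells and 100% = median of NaSCN control wells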
OPRM1-OPRD1 ag: agonists of human mu-delta opioid receptor heterodimerization; cells, OPRM1-OPRD1 heterodimerization, luminescence; P35372+P41143; 340,000 compounds, 0.3% hits; activation, % at 9.3 µM; in the data active means activation above about 18%;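 further: 0% = vehicle-treated cells and 100% = reference agonist; values of inactives mirror those of a sister screen read the other way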
OPRM1-OPRD1 inv: inverse agonist of human OPRM1-OPRD1 heterodimerization. P35372+P41143. cell-based MOR-DOR heterodimer luminescence, inverse agonism. inhibition, % at 9.3 µM. 340,000 compounds, 0.21% hits. AID 504357; in the data active means inhibition above about 22%, passing the limit was not always enough;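 further: 0% = cells with DMSO and 100% = wells without cells with DMSO; values of inactives mirror those of a sister screen read the other way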
PKA-R2B act: activators of human PKA-R2B complex; P22694+P31323; 340,000 compounds, 0.079% hits; activation, % at 11.4 µM; PKA-R2B holoenzyme dissociation, Cy5-IP20 fluorescence polarization; R2B truncated from residue 108, S112A mutant; 0% DMSO only, 100% 113 µM cGMP; AID 504700;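 active means activation above a cutoff set at the mean over all compounds plus 3 SD, cut at about 18% in these data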;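 further: higher means more holoenzyme dissociation and a rise in polarization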
Target sequence (P31323 whole entry, looked up, other chains not shown, the tested form may be a part): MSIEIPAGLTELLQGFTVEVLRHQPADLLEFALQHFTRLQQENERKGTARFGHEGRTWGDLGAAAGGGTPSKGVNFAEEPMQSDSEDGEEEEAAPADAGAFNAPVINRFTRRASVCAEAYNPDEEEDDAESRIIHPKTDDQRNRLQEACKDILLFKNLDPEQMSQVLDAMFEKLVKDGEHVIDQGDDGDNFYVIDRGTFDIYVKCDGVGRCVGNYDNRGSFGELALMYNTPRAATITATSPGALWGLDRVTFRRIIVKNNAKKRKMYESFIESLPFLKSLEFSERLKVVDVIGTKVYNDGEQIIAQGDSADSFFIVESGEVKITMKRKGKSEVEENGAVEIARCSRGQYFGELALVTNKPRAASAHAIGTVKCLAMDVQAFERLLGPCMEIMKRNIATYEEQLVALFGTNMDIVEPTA
SUMO Mot1 rescue: inhibitors of SUMOylation pathway: yeast Mot1-301 growth rescue | S. cerevisiae Mot1-301 growth rescue, ATP luminescence, 38.5C; percent above DMSO median, 100 means doubled | growth rescue, % at 18.8 µM | 320,000 compounds, 1% hits;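 active means every valid replicate shows activation above 250% relative to neutral control wells; inactive means the rest, any valid replicate at or below 250%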;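 further: OY570 slx delta 5 strain wells were the positive control but not used for scaling; some compounds called inactive have numbers as strong as hits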
E coli growth: bacterial growth inhibition, counter-screen for AddAB inhibitors; inhibition, % at 11.9 µM; E. coli V3065 growth, OD600 absorbance, 18 h; 330,000 compounds, 0.27% hits;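 active means inhibition above the campaign's mean inhibition across all tested compounds plus 3 SD, cut at about 9.9% in these data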;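 further: uninfected addAB+ strain grown without phage in ampicillin broth; 0% = DMSO wells and 100% = ciprofloxacin 0.95 µg/ml wells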
AddAB inh: less growth of phage-infected E. coli with AddAB; E. coli expressing H. pylori AddAB, absorbance growth; inhibition, % at 11.9 µM; 330,000 compounds, 0.29% hits; AID 435030; in the data active means inhibition above about 12%;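 further: 0% = vehicle wells of infected cells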
PfHsp90 set2: reduces growth (ATP signal) of yeast expressing P. falciparum Hsp90 | S. cerevisiae expressing PfHsp90, BacTiter-Glo ATP, 48 h; yeast lacking PDR1 and PDR3 efflux regulators | inhibition, % at 9.4 µM | 310,000 compounds, 0.32% hits;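 active means every replicate shows inhibition above about 80%, whatever the replicate mean, limit read from the data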;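 further: 0% = DMSO neutral controls and 100% = 20 µM radicicol positive controls; yeast relying on Plasmodium falciparum Hsp90 in place of its own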
phage Ecoli inh: E. coli growth loss with phage present. growth absorbance. inhibition, % at 11.9 µM. 360,000 compounds, 0.26% hits; in the data active means inhibition above about 11%
* hit, by the source's call.

What do the screens show for `CN(CC(=O)Nc1ccc(Cl)cc1F)C1=NS(=O)(=O)c2ccccc21`?
PKA-R1A activ: 2; HTR5A inv ctr: 10; Tat export inh: -8; OPRM1-OPRD1 ag: -0.2; OPRM1-OPRD1 inv: 1; PKA-R2B act: 5; SUMO Mot1 rescue: -6; E coli growth: -0.1; AddAB inh: 2.2; phage Ecoli inh: 1.3

Results for COc1ccc(C)cc1NC(=O)c1ccc(NS(=O)(=O)c2c(C)noc2C)cc1 ?
PKA-R1A activ: -8; HTR5A inv ctr: -5; Tat export inh: 0; OPRM1-OPRD1 ag: 1.5; OPRM1-OPRD1 inv: -8; PKA-R2B act: -3; SUMO Mot1 rescue: 16; E coli growth: -1.9; AddAB inh: -1.4; PfHsp90 set2: 26; phage Ecoli inh: 2.9

How did CCc1cc(=O)oc2cc(OCC(=O)NCCCn3ccnc3)ccc12 do in these assays?
PKA-R1A activ: -7; HTR5A inv ctr: -17; Tat export inh: 6; OPRM1-OPRD1 ag: -4.1; OPRM1-OPRD1 inv: 21; PKA-R2B act: -6; SUMO Mot1 rescue: -1; E coli growth: -1.3; AddAB inh: 0.1; PfHsp90 set2: 4; phage Ecoli inh: 3.5

How did O=C(NNc1nc2cc3c(cc2s1)OCCO3)c1ccc(F)cc1 do in these assays?
PKA-R1A activ: 3; HTR5A inv ctr: 10; Tat export inh: -7; OPRM1-OPRD1 ag: 0.4; OPRM1-OPRD1 inv: -2; PKA-R2B act: -10; SUMO Mot1 rescue: 1; E coli growth: -4.4; AddAB inh: -1.2; PfHsp90 set2: -19; phage Ecoli inh: 3.3

How did O=C(N/N=C/c1ccco1)c1[nH]ncc1Br do in these assays?
PKA-R1A activ: -5; HTR5A inv ctr: -6; Tat export inh: -5; OPRM1-OPRD1 ag: 0.2; OPRM1-OPRD1 inv: -1; PKA-R2B act: 6; SUMO Mot1 rescue: 26; PfHsp90 set2: 19; phage Ecoli inh: 0.0

How did CC(=O)NC12CC3CC(C1)CC(C(=O)OCC(=O)c1cc(C)n(C)c1C)(C3)C2 do in these assays?
PKA-R1A activ: -13; HTR5A inv ctr: -4; Tat export inh: -1; OPRM1-OPRD1 ag: -1.9; OPRM1-OPRD1 inv: 8; PKA-R2B act: 1; SUMO Mot1 rescue: 4; E coli growth: 2.1; AddAB inh: -0.7; phage Ecoli inh: 1.2

Results for O=S(Cc1ccc(Br)cc1)Cc1nnc(SCc2ccc(Cl)cc2)n1-c1ccccc1 (stereo unspecified) ?
PKA-R1A activ: -11; HTR5A inv ctr: 3; Tat export inh: 9; OPRM1-OPRD1 ag: 9.8; OPRM1-OPRD1 inv: -53; PKA-R2B act: -9; SUMO Mot1 rescue: -21; E coli growth: 1.7; AddAB inh: 4.7; PfHsp90 set2: -42; phage Ecoli inh: 0.6

What do the screens show for `COC(=O)CSc1cc(C(F)(F)F)nc(-c2ccccn2)n1`?
PKA-R1A activ: 0; HTR5A inv ctr: -14; Tat export inh: 3; OPRM1-OPRD1 ag: -2.2; OPRM1-OPRD1 inv: 11; PKA-R2B act: -7; SUMO Mot1 rescue: -7; E coli growth: 0.9; AddAB inh: -1.8; PfHsp90 set2: -23; phage Ecoli inh: 1.1

What do the screens show for `COc1ccc(OC)c(S(=O)(=O)NCC(c2ccco2)N2CCc3ccccc3C2)c1` (stereo unspecified)?
PKA-R1A activ: 7; HTR5A inv ctr: 5; Tat export inh: 13; OPRM1-OPRD1 ag: -1.5; OPRM1-OPRD1 inv: 10; PKA-R2B act: -6; SUMO Mot1 rescue: -17; E coli growth: 2.0; AddAB inh: 0.3; phage Ecoli inh: -1.3

Results for COc1ccc(CCN2C(=O)c3[nH]nc(-c4ccccc4O)c3C2c2ccccc2)cc1OC (stereo unspecified) ?
PKA-R1A activ: -9; HTR5A inv ctr: -2; Tat export inh: 3; OPRM1-OPRD1 ag: -1.2; OPRM1-OPRD1 inv: 7; PKA-R2B act: -14; SUMO Mot1 rescue: 1; E coli growth: 1.0; AddAB inh: 1.6; phage Ecoli inh: 2.1

How did CN[C@H]1CCc2cc(OC)c(OC)c(OC)c2-c2ccc(OC)c(=O)cc21 do in these assays?
PKA-R1A activ: -1; HTR5A inv ctr: -7; Tat export inh: 9; OPRM1-OPRD1 ag: -0.3; OPRM1-OPRD1 inv: 2; PKA-R2B act: -12; SUMO Mot1 rescue: -17; E coli growth: 1.6; AddAB inh: 3.3; PfHsp90 set2: -19; phage Ecoli inh: 4.4

What do the screens show for `CC(=O)Nc1ncnc2c1c(-c1ccc(Cl)cc1)nn2C(C)(C)C`?
PKA-R1A activ: -4; HTR5A inv ctr: -4; Tat export inh: -3; OPRM1-OPRD1 ag: 3.4; OPRM1-OPRD1 inv: -17; PKA-R2B act: 3; SUMO Mot1 rescue: 118; E coli growth: -2.5; AddAB inh: -1.8; PfHsp90 set2: -20; phage Ecoli inh: 2.1

Results for O=C(CCc1nnc2ccc(N3CCOCC3)nn12)Nc1ccc(F)cc1F ?
PKA-R1A activ: -2; HTR5A inv ctr: 22; Tat export inh: 1; OPRM1-OPRD1 ag: -2.4; OPRM1-OPRD1 inv: 12; PKA-R2B act: -7; SUMO Mot1 rescue: -9; E coli growth: -0.2; AddAB inh: 4.2; PfHsp90 set2: 1; phage Ecoli inh: 2.5

What do the screens show for `COc1cccc(CN(C)C(=O)CCN(c2ccccc2)S(=O)(=O)c2ccc(C)cc2)c1OC`?
PKA-R1A activ: -17; HTR5A inv ctr: 5; Tat export inh: 11; OPRM1-OPRD1 ag: -1.2; OPRM1-OPRD1 inv: 8; PKA-R2B act: -5; SUMO Mot1 rescue: -17; E coli growth: -1.8; AddAB inh: -2.5; PfHsp90 set2: 11; phage Ecoli inh: -0.2

How did CCC(=O)Nc1cccc(NC(=O)CN2CCN(c3ccccc3OC)CC2)c1 do in these assays?
PKA-R1A activ: -11; HTR5A inv ctr: -18; Tat export inh: -5; OPRM1-OPRD1 ag: -3.3; OPRM1-OPRD1 inv: 19; PKA-R2B act: -6; SUMO Mot1 rescue: -11; E coli growth: -0.5; AddAB inh: 2.2; PfHsp90 set2: 10

Results for O=C(OCC(=O)N1CCOCC1)c1cccc(S(=O)(=O)N2CCCc3ccccc32)c1 ?
PKA-R1A activ: 3; HTR5A inv ctr: -1; Tat export inh: -3; OPRM1-OPRD1 ag: -3.8; OPRM1-OPRD1 inv: 20; PKA-R2B act: 3; SUMO Mot1 rescue: 43; E coli growth: -1.7; AddAB inh: 2.2; PfHsp90 set2: 30; phage Ecoli inh: 1.1

Results for COc1ccc(NCC(=O)N/N=C2\CCCC(C)C2)cc1 (stereo unspecified) ?
PKA-R1A activ: 1; HTR5A inv ctr: 11; Tat export inh: -4; OPRM1-OPRD1 ag: -4.0; OPRM1-OPRD1 inv: 19; PKA-R2B act: -9; PfHsp90 set2: 17; phage Ecoli inh: 1.1

How did CC1CN(C(=O)c2ccc(Cl)c(S(=O)(=O)NCc3ccco3)c2)CC(C)O1 (stereo unspecified) do in these assays?
PKA-R1A activ: -2; HTR5A inv ctr: 16; Tat export inh: 2; OPRM1-OPRD1 ag: -0.7; OPRM1-OPRD1 inv: 3; PKA-R2B act: 2; SUMO Mot1 rescue: 11; E coli growth: -2.3; AddAB inh: -0.3; phage Ecoli inh: 0.5

How did O=S(=O)(Nc1ccc(-c2cn3ccsc3n2)cc1)c1ccc2c(c1)OCCO2 do in these assays?
PKA-R1A activ: -2; HTR5A inv ctr: 11; Tat export inh: -2; OPRM1-OPRD1 ag: -0.3; OPRM1-OPRD1 inv: 2; PKA-R2B act: -4; SUMO Mot1 rescue: -4; E coli growth: -0.2; AddAB inh: -0.7; phage Ecoli inh: 3.4

How did CC(C)n1nnnc1SCC(=O)Nc1cccc(F)c1 do in these assays?
PKA-R1A activ: -2; HTR5A inv ctr: 3; Tat export inh: -7; OPRM1-OPRD1 ag: 0.6; OPRM1-OPRD1 inv: -3; PKA-R2B act: 3; PfHsp90 set2: 14; phage Ecoli inh: 1.8

Results for COCC(C)NCC(=O)NC(C)CCc1ccccc1 (stereo unspecified) ?
PKA-R1A activ: -2; HTR5A inv ctr: 25; Tat export inh: -9; OPRM1-OPRD1 ag: -0.4; OPRM1-OPRD1 inv: 2; PKA-R2B act: -7; SUMO Mot1 rescue: 389; E coli growth: 0.2; AddAB inh: 1.2; PfHsp90 set2: 13; phage Ecoli inh: -0.5

What do the screens show for `COc1ccc(NC(=O)COc2coc(CN3c4ccccc4CC3C)cc2=O)cc1` (stereo unspecified)?
PKA-R1A activ: -7; HTR5A inv ctr: -13; Tat export inh: 8; OPRM1-OPRD1 ag: 0.1; OPRM1-OPRD1 inv: -1; PKA-R2B act: 0; SUMO Mot1 rescue: -4; E coli growth: -0.7; AddAB inh: 2.2; PfHsp90 set2: 1; phage Ecoli inh: -0.2

What do the screens show for `COC(=O)c1ccc2c(=O)n(Cc3ccc(C(=O)NCCCN4CCC(C)CC4)cc3)c(=S)[nH]c2c1`?
PKA-R1A activ: 11; HTR5A inv ctr: 12; Tat export inh: 2; OPRM1-OPRD1 ag: 4.5; OPRM1-OPRD1 inv: -22; PKA-R2B act: 16; SUMO Mot1 rescue: -6; E coli growth: -2.0; AddAB inh: -0.1; PfHsp90 set2: -26; phage Ecoli inh: 0.6

Results for COc1ccc2c(c1)CCc1c(C(=O)Nc3c(C)nn(Cc4ccccc4)c3C)noc1-2 ?
PKA-R1A activ: -7; HTR5A inv ctr: -8; Tat export inh: 3; OPRM1-OPRD1 ag: 2.1; OPRM1-OPRD1 inv: -11; PKA-R2B act: 5; E coli growth: -1.4; AddAB inh: 4.6; phage Ecoli inh: 4.5

What do the screens show for `COc1ccc(CN2CCNC(=O)C2CC(=O)NCCCn2nnc3ccccc32)cc1C` (stereo unspecified)?
PKA-R1A activ: -2; HTR5A inv ctr: 4; Tat export inh: -6; OPRM1-OPRD1 ag: 1.3; OPRM1-OPRD1 inv: -7; PKA-R2B act: 9; SUMO Mot1 rescue: -10; E coli growth: 0.4; AddAB inh: 2.0; PfHsp90 set2: 16; phage Ecoli inh: 3.5

What do the screens show for `CC(C)CC(=O)NC(Nc1ccc([N+](=O)[O-])cc1)C(Cl)(Cl)Cl` (stereo unspecified)?
PKA-R1A activ: -8; HTR5A inv ctr: -6; Tat export inh: -2; OPRM1-OPRD1 ag: 0.6; OPRM1-OPRD1 inv: -3; PKA-R2B act: 5; E coli growth: 3.6; AddAB inh: 4.6; PfHsp90 set2: -1; phage Ecoli inh: 2.8
